LMPTP block = LMPTP phosphatase inhibitors, primary screen, biochemical, fluorescence intensity, uHTS; Low molecular weight phosphotyrosine protein phosphatase (Homo sapiens), P24666; recombinant LMPTP-A, OMFP fluorogenic substrate; inhibition, % at 20 µM; 360,000 compounds, 0.22% hits; AID 651560, 2012;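 active means compounds that cut the enzyme signal by at least half of the control window in the single-dose screen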;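 further: plate controls were DMSO wells with enzyme plus substrate for no effect and substrate without enzyme for full effect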
Target sequence (P24666 whole entry, looked up): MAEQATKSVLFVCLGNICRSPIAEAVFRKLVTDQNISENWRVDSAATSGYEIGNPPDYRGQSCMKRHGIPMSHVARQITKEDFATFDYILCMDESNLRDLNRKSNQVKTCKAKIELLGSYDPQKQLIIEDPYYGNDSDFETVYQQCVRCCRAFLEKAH
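material = LMPTP-A | quantity = 0.625 nM enzyme | reagent = OMFP substrate, 400 µM final | buffer or medium = Bis-Tris pH 6.0, DTT, detergent | detection = endpoint fluorescence intensity from OMFP dephosphorylation | dosing = single 20 µM dose | read-out basis = % inhibition relative to no-enzyme and uninhibited control wells | control set = no-enzyme and uninhibited controls | timing = 50 min at room temperature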
SKN-1 inh = suppressors of acrylamide-induced Pgst-4::GFP reporter in worms, primary screen, SKN-1 inhibitor project, whole organism, uHTS, GFP/RFP fluorescence ratio, strain VP596; C. elegans VP596 Pgst-4::GFP/RFP ratio, 24 h; inhibition, % at 21.8 µM; 360,000 compounds, 0.49% hits; AID 624304, 2012;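 active means interference check ratio from 0.5 to 1.5 plus GFP to RFP signal ratio inhibition reaching or exceeding a fixed threshold, cut at about 30% in these data, passing the limit was not always enough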; further: some compounds called inactive have numbers as strong as hits
STEP block = STEP phosphatase inhibitors, primary screen, biochemical, fluorescence intensity, uHTS; recombinant STEP, OMFP fluorogenic substrate; inhibition, % at 20 µM; Tyrosine-protein phosphatase non-receptor type 5 (Homo sapiens), P54829; 360,000 compounds, 0.25% hits;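 active means inhibition at 20 µM, scaled per plate between control wells, above about 37%, limit read from the data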;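 further: 0% = DMSO with enzyme and substrate and 100% = substrate only without enzyme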
Target sequence (P54829 whole entry, looked up): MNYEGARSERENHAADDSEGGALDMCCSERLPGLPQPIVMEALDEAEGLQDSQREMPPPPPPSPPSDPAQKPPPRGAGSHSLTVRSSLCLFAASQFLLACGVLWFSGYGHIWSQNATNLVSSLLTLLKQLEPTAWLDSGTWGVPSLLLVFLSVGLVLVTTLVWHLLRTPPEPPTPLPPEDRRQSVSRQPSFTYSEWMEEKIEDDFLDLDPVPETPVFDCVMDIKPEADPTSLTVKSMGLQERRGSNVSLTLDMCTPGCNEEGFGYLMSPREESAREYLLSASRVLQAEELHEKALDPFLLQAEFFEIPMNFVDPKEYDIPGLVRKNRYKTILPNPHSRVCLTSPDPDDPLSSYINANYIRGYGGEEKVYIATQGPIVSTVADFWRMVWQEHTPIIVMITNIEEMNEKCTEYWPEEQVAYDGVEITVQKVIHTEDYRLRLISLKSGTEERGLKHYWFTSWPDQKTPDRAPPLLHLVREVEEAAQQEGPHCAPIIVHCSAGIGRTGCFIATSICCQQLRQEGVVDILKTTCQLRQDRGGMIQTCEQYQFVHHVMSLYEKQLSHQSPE
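Material: STEP (striatal-enriched tyrosine phosphatase) enzyme, cell-free; Compound dosing: 20 µM single dose in 1% DMSO; Technique: fluorescence read at 480 nm ex / 540 nm em; Times: reaction 20 min, ambient temperature; Medium: 50 mM Bis-Tris pH 6.0 with 2.5 mM DTT and 0.005% Tween 20; Also added: OMFP at 25 µM.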
NadD block = inhibitors of S. aureus NadD, primary screen, biochemical, colorimetric, uHTS; purified NadD enzyme, colorimetric absorbance read-out; 360,000 compounds, 0.78% hits; Nicotinate-nucleotide adenylyltransferase NadD (Staphylococcus aureus N315); inhibition, % at 20 µM; in the data active means inhibition above about 26%; further: some compounds past the cut are filed as inactive
Tb MetRS inh = T. brucei MetRS inhibitors, primary screen, biochemical, luminescence. purified T. brucei MetRS, ATP depletion, Kinase-Glo luminescence. inhibition, % at 11.9 µM. 360,000 compounds, 0.4% hits. AID 624268, 2012;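 active means inhibition above a per-plate cutoff of the control wells' mean inhibition plus 3 SD, cut at about 5.5% in these data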;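 further: 0% = DMSO wells median and 100% = median of wells with control inhibitor compound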
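Material: parasite MetRS enzyme / Replication: singlicate, one well per compound / Signal: luminescence of leftover ATP / Schedule: 2 h aminoacylation at 25 °C after 15 min preincubation / Medium: HEPES-MgCl2-KCl buffer plus DTT, spermine, BSA, pyrophosphatase / Doses: 11.9 µM single point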
SUMO1 PPI mod = modulators of SUMO1 protein-protein interactions, primary screen, biochemical, uHTS. Small ubiquitin-related modifier 1 (Homo sapiens), P63165. SUMO1 binding to a labelled peptide, TR-FRET, 1 h. inhibition, % at 20 µM. 360,000 compounds, 0.33% hits. AID 602429, 2012; in the data active means inhibition above about 37%
Target sequence (P63165 whole entry, looked up): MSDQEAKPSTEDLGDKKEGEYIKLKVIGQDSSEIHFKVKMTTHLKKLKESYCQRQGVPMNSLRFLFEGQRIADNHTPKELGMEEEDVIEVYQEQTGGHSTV
DNMT1 block = human DNMT1 methyltransferase inhibitors, primary screen, biochemical, molecular beacon, fluorescence, HinP1I cleavage, uHTS | DNA (cytosine-5)-methyltransferase 1 (Homo sapiens), P26358 | inhibition (reported as % activation of signal), % at 10 µM | 360,000 compounds, 0.83% hits | AID 588458, 2011; in the data active means inhibition above about 50%
Neddyl block = inhibitors of cullin neddylation, primary screen, biochemical, TR-FRET, uHTS, NAE and Ubc12; NEDD8-conjugating enzyme Ubc12 (Homo sapiens) + NEDD8-activating enzyme E1 regulatory …; calls only at 25 µM; 360,000 compounds, 0.58% hits; AID 651699, 2012; in the data active means inhibition above about 36%
Scp-1 inhibitor = Scp-1 phosphatase inhibitors, primary screen, biochemical, colorimetric, uHTS; 340,000 compounds, 0.88% hits; Recombinant Scp1, phosphopeptide, malachite green phosphate absorbance; Carboxy-terminal domain RNA polymerase II polypeptide A small phosphatase 1 (Homo …; inhibition, % at 20 µM;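 active means inhibition above about 50% at 20 µM, limit read from the data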;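 further: plate controls were DMSO wells with enzyme for no effect and wells lacking enzyme for full effect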
Target sequence (Q9GZU7 76-261 limits assumed): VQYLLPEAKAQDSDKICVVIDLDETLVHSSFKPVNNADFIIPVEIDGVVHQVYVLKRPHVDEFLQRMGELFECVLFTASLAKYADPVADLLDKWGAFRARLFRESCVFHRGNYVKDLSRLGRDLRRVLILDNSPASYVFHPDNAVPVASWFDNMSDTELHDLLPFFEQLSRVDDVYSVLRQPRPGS
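Assay system: SCP-1 catalytic fragment, aa 76-261 | Buffer or medium: Tris acetate buffer pH 5.5 with MgCl2 and Tween-20 | Compound: One concentration, 20 µM, with 1.0% DMSO | Also added: Phospho 17-mer peptide substrate | Signal: Absorbance at 630 nm | Incubation: 45 min enzyme reaction at room temperature | Measure: % inhibition of SCP-1 phosphate liberation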
CendR NRP1 mod = modulators of CendR peptide binding to NRP-1, primary screen, biochemical, fluorescence polarization, uHTS. FAM-RPARPAR peptide binding to NRP-1. inhibition, % at 25 µM. 360,000 compounds, 0.85% hits. AID 602438, 2012;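 active means inhibition or corrected inhibition above about 18%, plus a signal ratio from 0.5 to 1.5, limit read from the data, passing the limit was not always enough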; further: strong numbers were not always called active
Numbers without * were called inactive; i = inactive; . = no result given.

no.	smiles	SUMO1 PPI mod	CendR NRP1 mod	NadD block	Scp-1 inhibitor	Tb MetRS inh	STEP block	Neddyl block	SKN-1 inh	LMPTP block	DNMT1 block
1	CN(CC(=O)Oc1ccc(-c2nnco2)cc1)S(=O)(=O)c1ccc(F)cc1	4	-4	-8	-6	-0.2	-4	i	14	-0.8	3
2	O=C(Cc1ccccc1F)NC1CCCc2ccccc21 (stereo not drawn)	-3	4	-7	4	-0.6	2	i	-3	-2.4	-1
3	Cc1ccc(-c2ccc(=O)n(CC(=O)NCc3ccco3)n2)cc1	-9	-2	0	-4	-0.2	-4	i	-1	-0.3	2
4	Cc1cc(NS(=O)(=O)c2ccc(NC(=O)c3cccc(OC(F)F)c3)cc2)nc(C)n1	-3	-8	-4	-2	-0.9	-2	i	0	-0.8	-3
5	CCCCCCn1cc(CN2CC(N(C)C)CS2(=O)=O)nn1 (stereo not drawn)	-1	4	5	.	0.1	.	i	3	-1.1	.
6	O=C(Nc1cc(S(=O)(=O)N2CCOCC2)ccc1Cl)C1CCC1	2	1	-2	-3	-0.4	3	i	-2	-0.5	1
7	CN1CCN(S(=O)(=O)c2ccc(Oc3ccc(F)cc3Br)nc2)CC1	-1	1	-1	-19	-0.4	-3	i	-4	3.4	3
8	COc1ccc(C(C)=O)cc1CN1C(=O)NC(c2ccccc2)(c2ccccc2)C1=O	-1	6	-8	-3	-1.0	-2	i	11	0.6	-2
9	O=C(N1CCN(S(=O)(=O)c2ccc(Cl)cc2)CC1)n1ccnc1	5	4	-3	-5	-0.3	-5	i	27	-1.6	2
10	O=C(CCNC(=O)c1ccc([N+](=O)[O-])cc1)Nc1ccccc1N1CCCCC1	-27	-8	-6	-5	0.3	1	i	-5	1.1	-4
11	FC(F)(F)c1cccc(Cn2nnnc2-c2cc(Cl)cc(Cl)c2)c1	0	15	8	-8	-0.9	1	i	25	1.7	8
12	CC(C)(C)OC(=O)N1CCC(c2c(C(=O)NC3CC3)cnn2-c2ccc(Cl)cc2)CC1	6	2	1	1	-0.8	1	i	-5	0.0	-2
13	COC(=O)c1ccc(NC(CC(C)C)C(=O)OC)c([N+](=O)[O-])c1 (stereo not drawn)	-21	-3	-3	-12	-0.2	6	i	8	1.9	0
14	CCCC(=O)N/C(N)=N/c1nc2ccccc2o1	1	-4	-1	-10	-0.1	1	i	25	-0.6	0
15	O=C(C1CCCN(C2CC(=O)N(c3ccc(F)cc3)C2=O)C1)N1CCCC1 (stereo not drawn)	3	18	3	-10	-0.1	-2	i	12	-0.5	-1
16	COc1ccccc1Cc1c(-c2ccco2)nc2cc(C)c(Br)c(C)n12	24	-19	60*	.	-0.6	.	i	6	8.1	.
17	CC(C)=CCc1c(O)ccc2c1OC(c1ccc(O)c(O)c1)CC2=O (stereo not drawn)	5	-16	1	-4	1.5	-3	i	24	1.0	-19
18	CCCOP(=O)(c1ccc(N(C)C)cc1)C(O)c1ccncc1 (stereo not drawn)	-5	-6	1	-21	-0.6	-4	i	12	-1.3	2
19	CC(=O)NCCc1ccc(C(=O)Cn2cnc3ccccc3c2=O)cc1	3	3	-3	-1	-0.1	0	i	0	-0.5	3
20	O=C(Nc1nncs1)c1cccc(S(=O)(=O)N2CCCCC2)c1	1	5	4	-5	-0.4	4	i	-8	-1.1	4
21	C=CCn1c(N2CCCC2)nc2c1c(=O)n(C)c(=O)n2C	5	6	-3	-7	-0.1	-1	i	-4	-1.4	-1
22	O=C(COc1ccc(-c2nnco2)cc1)Nc1cc([N+](=O)[O-])ccc1F	-17	-10	-2	8	-0.3	0	i	-4	-0.2	3
23	COC(=O)C1=NN(C(=O)c2cccc(Cl)c2)C(O)(C(C)(C)C)C1 (stereo not drawn)	-3	-2	5	-5	0.2	-1	i	4	-0.1	-2
24	CCOC(=O)CSc1nnc(NCC(=O)OC(C)C)c(=O)[nH]1	-4	16	4	-7	-0.1	2	i	0	-0.4	1
25	Cc1ccc(Nc2nnc(-c3ccc(N4CCOCC4)c([N+](=O)[O-])c3)c3ccccc23)cc1	-19	11	20	-1	-0.6	2	i	6	4.8	-9
26	Cn1nccc1C(=O)N/N=C/c1ccccc1[N+](=O)[O-]	-24	13	-6	-5	-0.2	0	i	8	-0.7	1
27	Cc1nc2sc(C(N)=O)c(N)c2c(C)c1CC(=O)c1ccccc1	-15	-3	5	2	0.0	2	i	1	1.0	-2
28	Cc1onc(-c2c(Cl)cccc2Cl)c1C(=O)NCc1ccccn1	1	-2	-1	-3	0.3	7	i	-8	-0.7	-1
29	Cc1cccc(C)c1NC(=O)CSc1nnc(-c2ccco2)c(-c2ccco2)n1	51*	-8	32*	77*	0.3	39*	i	19	57*	116*
30	CCCCOC(=O)Nc1ccc2c(C)cc(=O)oc2c1	0	-4	-3	-10	0.5	0	.	9	1.5	1
31	CCS(=O)(=O)N1CCCC(C(=O)NCCCOC)C1 (stereo not drawn)	0	11	4	0	-0.2	6	i	7	-1.0	2
32	O=C(CN1C(=O)NC2(CCCc3ccccc32)C1=O)NC1CCCCC1 (stereo not drawn)	1	5	3	-1	-0.2	1	i	1	0.3	0
33	CCC(=O)c1ccc(OCC(=O)Nc2ccccc2C(=O)NC2CC2)cc1	-39	-12	-3	-4	0.1	-2	i	-13	0.3	11
34	Nc1c(/C=C2/C=CC(=O)C(O)=C2)c(=O)nc2sc(CC(=O)N3CCCCC3)nn12	45*	-100	15	72*	0.4	13	i	-16	65*	81*
35	CCOc1cc(-c2c(C#N)c(=O)[nH]c3c2c(C)nn3-c2ccc(F)cc2)ccc1O	17	2	2	-5	0.3	-5	i	10	-0.6	-3
36	COc1ccccc1N=C1NC(=O)/C(=C/c2ccc(N(C)C)cc2)S1	-34	-185	15	-1	0.1	-16	i	17	5.4	-8
37	COCc1nnc(NC(=O)c2cccc(NC(=O)C(C)C)c2)s1	2	-9	-5	-10	-0.3	0	i	2	5.0	-5
38	C[C@@H]1Cn2cnc(C(=O)NCC(=O)OC(C)(C)C)c2C(=O)N1	4	-18	4	.	-1.4	-3	i	1	-2.1	5
39	COc1ccc(S(=O)(=O)N(CC(=O)Nc2ccc3c(c2)OCO3)c2ccccc2OC)cc1	-2	-2	-2	-15	-1.4	-4	i	-9	2.6	-6
40	CC1=C(C(=O)OCC2CCCO2)C(c2ccc(C)cc2)C2=C(CC(C)(C)CC2=O)N1 (stereo not drawn)	-2	12	1	-3	-0.7	-2	.	3	-0.4	5
41	O=C(O)C1C2C=CC(C2)C1C(=O)NCc1ccccc1F (stereo not drawn)	6	-1	-4	3	-0.5	4	i	-9	-2.2	0
42	CN(c1ccccc1)S(=O)(=O)c1ccc(Cl)c(C(=O)Nc2nn[nH]n2)c1	2	7	3	2	2.6	0	i	-5	1.4	1
43	CC(=O)Nc1ccc(NC(=O)CSc2nnc(-c3cccs3)n2N)cc1	19	3	10	-3	-0.7	1	i	29	1.0	0
44	COc1ccc(-c2ccc3c(c2)O/C(=C\c2ccsc2)C3=O)cn1	3	-47	13	6	-0.2	1	.	26	2.4	-9
45	CC(C)C(NC(=O)c1ccc(C(C)(C)C)cc1)C(=O)OCC(=O)NC(=O)Cc1ccccc1 (stereo not drawn)	-1	-11	-1	-3	0.0	1	i	-4	1.8	-1
46	CN(C)C(=O)c1ccc(Cc2cn(C)c3ccccc23)nc1	-3	3	0	.	-2.1	0	i	-12	-0.5	0
47	Cc1nn(Cc2ccccc2)c2sc(C(=O)NCc3cccnc3)cc12	0	0	5	-11	0.6	-2	i	0	1.2	-2
48	Cc1ccsc1-c1cc2nc(Nc3ccc(F)cc3)n(C)c(=O)c2s1	-4	-5	-2	.	-0.3	-2	i	2	3.4	-7
49	COc1ccc(CCNC(=O)C(=O)c2cn(CC(=O)N3CCOCC3)c3ccccc23)cc1	-4	-8	1	-10	-0.3	-2	i	15	-1.7	-2
50	CCOC(=O)C1(CC2CCCCO2)CCN(Cc2cn[nH]c2-c2cccc(F)c2)CC1 (stereo not drawn)	-1	6	-7	9	-0.8	-1	i	-19	-1.4	1
51	Cc1cc(N2C(=O)C(O)=C(C(=O)c3cc4ccccc4o3)C2c2cccs2)no1 (stereo not drawn)	-14	-28	7	41	0.0	11	i	-8	13	-12
52	O=c1[nH]c(-c2ccc(Cl)cc2)nc(=S)[nH]1	-5	1	-1	-5	-0.1	1	i	6	-2.0	0
53	C=CCNc1nc(C(=O)OCC(=O)c2cccc(Br)c2)cs1	2	-30	23	57*	-0.2	4	i	12	8.9	59*
54	O=C1CC(NNC(=O)c2ccccc2)C(=O)N1 (stereo not drawn)	0	-6	-2	-9	-0.5	0	i	2	-1.5	6
55	O=C(Nc1cc(S(=O)(=O)N2CCOCC2)ccc1N1CCCC1)c1cccnc1Cl	-4	1	-3	4	0.2	-3	i	-10	-0.1	0
56	COc1ccc([N+](=O)[O-])cc1N(CC1CO1)S(=O)(=O)c1ccc(C)cc1 (stereo not drawn)	-10	-4	0	-10	0.2	1	i	-11	0.3	2
57	C[C@@H]1CN([C@H](C)CO)C(=O)CCCn2nncc2CO[C@H]1CN(C)S(=O)(=O)c1ccccc1F	0	-1	0	.	-0.1	-1	i	11	-0.4	1
58	CN1CCN(c2ccc(CNS(=O)(=O)c3cccc(F)c3)cc2)CC1	-3	-13	-1	-11	0.3	-2	i	-4	-2.6	4

Bioassay records deposited in PubChem by several laboratories.
